TEAD-YAP inh: TEAD-YAP interaction inhibition | HEK-TIYL cells, TEAD-Gal4/YAP UAS-luciferase luminescence | inhibition, % at 9.12 µM | hit rate 1.4% among 640,000 | AID 1259422; in the data active means inhibition above about 32%;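 further: 0% = median of test compound wells and 100% = reference inhibitor wells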
MITF inh: inhibitors of human MITF. O75030. AlphaScreen MITF homodimerization, bead proximity signal. inhibition, % at 2.6 µM. hit rate 0.91% among 650,000. AID 1259374; in the data active means inhibition above about 50%;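 further: 0% = vehicle wells with protein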
Target sequence (O75030 whole entry, looked up): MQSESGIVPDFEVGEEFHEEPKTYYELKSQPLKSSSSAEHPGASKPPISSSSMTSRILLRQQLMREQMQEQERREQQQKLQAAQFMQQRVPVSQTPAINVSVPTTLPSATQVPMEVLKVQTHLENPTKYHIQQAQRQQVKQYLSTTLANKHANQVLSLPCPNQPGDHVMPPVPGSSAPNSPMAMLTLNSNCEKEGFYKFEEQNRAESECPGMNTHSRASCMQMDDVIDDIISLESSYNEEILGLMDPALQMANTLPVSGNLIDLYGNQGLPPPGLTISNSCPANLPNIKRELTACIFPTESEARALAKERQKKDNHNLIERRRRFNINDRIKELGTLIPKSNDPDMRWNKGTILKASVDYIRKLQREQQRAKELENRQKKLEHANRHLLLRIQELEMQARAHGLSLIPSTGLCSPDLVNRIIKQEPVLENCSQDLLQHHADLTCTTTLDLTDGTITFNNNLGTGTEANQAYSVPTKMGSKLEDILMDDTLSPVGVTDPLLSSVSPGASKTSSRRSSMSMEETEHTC
FBW7 activator: human FBW7 E3 ligase activation, primary screen | Q969H0 | AlphaScreen FBW7–phospho-cyclin E peptide binding, activator screen | normalized activity (activation), % at 26.1 µM | hit rate 0.13% among 650,000 | AID 1259310; in the data active means normalized activity above about 1.9%;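 further: purified mutant Fbw7 with reduced substrate affinity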
GPR151 ag: activates the human receptor GPR151 | Q8TDV0 | PathHunter beta-arrestin GPR151 cells, luminescence | activation, % at 11.2 µM | hit rate 1% among 650,000; in the data active means activation above about 4.9%;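 further: 0% = median of compound wells and 100% = cells with positive control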
Target sequence (Q8TDV0 whole entry, looked up): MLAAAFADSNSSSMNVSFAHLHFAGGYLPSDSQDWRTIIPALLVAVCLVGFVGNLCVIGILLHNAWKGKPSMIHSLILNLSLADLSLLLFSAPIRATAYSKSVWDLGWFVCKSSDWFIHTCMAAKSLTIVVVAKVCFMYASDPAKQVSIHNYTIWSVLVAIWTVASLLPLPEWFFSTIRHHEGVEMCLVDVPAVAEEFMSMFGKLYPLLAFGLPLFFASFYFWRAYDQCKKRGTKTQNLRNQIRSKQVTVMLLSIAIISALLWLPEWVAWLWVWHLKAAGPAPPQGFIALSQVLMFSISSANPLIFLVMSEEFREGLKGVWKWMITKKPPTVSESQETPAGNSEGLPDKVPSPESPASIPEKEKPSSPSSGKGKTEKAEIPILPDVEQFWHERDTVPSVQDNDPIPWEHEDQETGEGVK
* hit, by the source's call.

Each structure is followed by: TEAD-YAP inh | MITF inh | FBW7 activator | GPR151 ag
#1 Cc1ncc(-c2ccncc2)c(C2CCCN(CC(N)=O)C2)n1 (stereo not drawn)
  -0.3 | 10.4 | 0.0 | -1.5
#2 Cc1cccc(/C(N)=N/OC(=O)CCc2ccccc2)c1
  -17.6 | 6.2 | 0.2 | -0.3
#3 CCOC(=O)CSc1cc([N+](=O)[O-])cc2sc(C(=O)OC)c(N)c12
  9.7 | 10.5 | 0.4 | 1.0
#4 COc1cc(/C=N/NC(=O)c2nc3ccccn3c2C)ccc1OCc1ccccc1
  -14.7 | -6.1 | 0.2 | -1.0
#5 CCOc1ccccc1C(=O)Nc1nnc(CNS(=O)(=O)c2ccc(C)cc2)s1
  2.3 | -5.5 | 0.0 | -1.2
#6 N#CC1=C(N)Oc2cc(N)ccc2C12C(=O)Nc1ccccc12 (stereo not drawn)
  -0.8 | -0.9 | -0.1 | 1.5
#7 O=C(NCc1ccco1)c1ccc2c3c(cccc13)CC2
  -0.5 | -7.1 | -0.2 | 0.9
#8 CCN1CCCC1CNC(=O)C(=O)c1cn(CC(=O)N2CCCCCC2)c2ccccc12 (stereo not drawn)
  7.8 | -14.1 | -0.1 | 2.6
#9 Cc1cc(=O)nc2c3ccccc3n(CC(=O)NCc3cccc(Br)c3)n12
  -10.3 | -7.2 | -0.1 | -1.2
#10 O=C(CSc1nc2ccsc2c(=O)n1-c1ccc(Cl)cc1)NCC1CCCO1 (stereo not drawn)
  -10.6 | 3.1 | 0.1 | -0.8
#11 Cc1cc(NC(=O)c2ccc([N+](=O)[O-])cc2Cl)no1
  -27.4 | 0.3 | -0.2 | -0.5
#12 O=C(CN1Cc2ccccc2OC(c2ccsc2)C1)N1CC2CCC1C2 (stereo not drawn)
  5.3 | -0.7 | 0.3 | 1.2
#13 CCNC(=O)c1nn(CC2CC2)c2c1CN(Cc1cccc(-c3ccccc3C)c1)CC2
  -8.3 | -13.1 | 0.0 | 0.0
#14 COc1ccc(OC)c(NC(=O)c2sc3ncn(CC(=O)Nc4ccccc4OC)c(=O)c3c2C)c1
  -4.3 | 22.6 | 1.7 | 0.0
#15 COc1ccc2oc(=O)c(-c3csc(N(C(C)=O)c4cccc(C)c4)n3)cc2c1
  -4.0 | -2.4 | 0.2 | -1.5
#16 NC(=O)Cn1cnc2c(nnn2-c2cccc(F)c2)c1=O
  1.7 | -1.6 | 0.0 | 2.3
#17 CS(=O)(=O)Nc1cc(Br)c(O)c(Br)c1
  1.3 | -16.0 | 0.0 | 0.4
#18 COc1cc(C(C)=O)ccc1OCC(O)CN1CCN(c2cccc(C)c2C)CC1 (stereo not drawn)
  -9.0 | 1.9 | -0.1 | -0.8
#19 Oc1cccc(/C=N/N=C(/c2ccccc2)C23CN4CN(CN(C4)C2)C3)c1
  -2.3 | -3.8 | -0.2 | -0.1
#20 O=c1nc(SCc2cccc3ccccc23)c2c(n1CCO)CCC2
  0.8 | 7.8 | 0.0 | -0.2
#21 CN(CCc1ccccn1)C(=O)CCC1CCCN(C(=O)c2cnn3cccnc23)C1 (stereo not drawn)
  3.1 | -12.5 | -0.1 | -0.8
#22 CC1CCN(C(=O)CSc2nnc3cc(-c4ccccc4)nc(N)n23)CC1
  16.9 | 3.1 | 0.1 | 1.3
#23 Cc1ccc(Cn2nnc3c(=O)n(CC(=O)N4CCCCC4)cnc32)cc1
  -3.9 | 4.4 | 0.3 | 1.6
#24 COC(=O)COc1ccc(/C=N/NC(=O)CSCc2ccc(Cl)cc2)cc1
  -0.2 | 10.6 | 0.1 | 0.7
#25 COc1ccc(C(C)NC(=O)c2ccc(Br)cc2)cc1OC (stereo not drawn)
  -4.8 | -11.4 | -0.2 | 0.6
#26 Cc1nc(-c2cncc(-c3ccccc3)c2)cc(N2CCOCC2)n1
  -22.1 | 7.1 | 0.2 | -1.8
#27 COc1ccc(NC(=O)C(N)=O)c(OC)c1
  10.2 | 24.5 | 0.8 | -0.8
#28 O=C(NCc1cccnc1)c1cnc(-c2cccs2)s1
  -8.7 | 8.4 | -0.1 | 1.6
#29 N/C(Cc1ccc(Cl)cc1Cl)=N\OC(=O)c1ccccc1
  -5.1 | 6.4 | 0.0 | -0.4
#30 CC1CN(C(=O)/C(=C/c2cn(-c3ccccc3)nc2-c2cccs2)NC(=O)c2ccc(F)cc2)CC(C)O1 (stereo not drawn)
  2.1 | -0.8 | 0.0 | 1.0
#31 Cn1nccc1Nc1cc(NCc2cccc(C(F)(F)F)c2)ncn1
  -14.1 | -0.4 | 0.1 | -0.5
#32 O=C(CCCn1c(=S)[nH]c2cc3c(cc2c1=O)OCO3)N1CCN(c2ncccn2)CC1
  11.3 | -5.8 | -0.2 | 1.0
#33 NC(=O)Cn1c(=O)n(-c2ccc(Cl)c(Cl)c2)c(=O)c2c3c(sc21)CCCC3
  8.5 | 4.0 | 0.0 | 2.3
#34 CC(C)n1cnc2c(NCc3nc4ccccc4[nH]3)nc(N3CCCC3CO)nc21 (stereo not drawn)
  71.9* | 6.8 | 0.1 | 0.2
#35 CCOCCCNC(=O)c1cc2c(=O)n(CC)c3ccccc3c2s1
  0.1 | -3.0 | -0.3 | 1.2
#36 NC(=O)CN(Cc1ccc(F)cc1)S(=O)(=O)c1ccc(Cl)cc1
  6.1 | -15.4 | 0.0 | 0.7
#37 Cc1ccc2nc(/C(C#N)=C\c3cc(C)n(-c4ccc(S(N)(=O)=O)cc4)c3C)[nH]c2c1
  -6.9 | 7.5 | 0.1 | 1.9
#38 c1ccc(CN2CCCC(c3nc(N4CCOCC4)ncc3-c3ccncc3)C2)nc1 (stereo not drawn)
  9.8 | 1.3 | 0.0 | -0.5
#39 COc1ccc(CCNC(=O)/C=C/c2cccs2)cc1
  -7.8 | 13.6 | 0.6 | 1.8
#40 O=C(CSc1nc2[nH]ncc2c(=O)n1-c1ccccc1)Nc1ccc(C(F)(F)F)cc1
  25.1 | -13.6 | 0.4 | 0.1
#41 COc1ccc(/C=C/c2nn3c(Cn4cnc5ccccc54)nnc3s2)cc1
  38.5* | 7.2 | 0.2 | 2.9
#42 CCn1c(=O)c2c(nc(-n3nc(C)cc3C)n2C(C)C)n(C)c1=O
  0.6 | 6.6 | 0.0 | -1.0
#43 CC(C)c1ccc(N(C(=O)c2c(F)cccc2F)C2C=CS(=O)(=O)C2)cc1 (stereo not drawn)
  2.1 | -8.8 | -0.3 | 0.1
#44 Cc1ccc(Cl)cc1N(CC(=O)NCC1CCCO1)S(C)(=O)=O (stereo not drawn)
  4.7 | 6.6 | 0.0 | -0.9
#45 CCOc1ccccc1/C=N/NC(=O)Cc1cc(=O)[nH][nH]1
  2.0 | 4.9 | -0.2 | -0.9
#46 CCOc1ccc(C(=O)Nc2ccc(NC(=O)c3cccc(Cl)c3)cc2)cc1[N+](=O)[O-]
  0.9 | -3.7 | -0.1 | 1.5
#47 CCOC(=O)c1sc2nc(SCC(=O)C(C)(C)C)n(N)c(=O)c2c1C
  2.0 | -0.3 | 0.1 | -1.7
#48 CC(=O)c1cccc(NC(=O)CN2C(=O)C3C4C=CC(C4)C3C2=O)c1 (stereo not drawn)
  -3.0 | 1.1 | 0.3 | -2.0
#49 Cc1cccc(CC(C)NC(=O)CCc2nnc(-c3ccc4c(c3)OCO4)o2)n1 (stereo not drawn)
  6.2 | 5.9 | 0.1 | -0.4
#50 O=C(c1ccc(-c2cnn(-c3ccc(Br)cc3)c2)nc1)N1CCOCC1
  2.0 | 2.7 | 0.3 | -1.4
#51 CCCCN(C)C(=O)CSc1nc(O)c(CCC)c(=O)[nH]1
  -1.4 | 0.5 | 0.1 | 0.2
#52 COc1ccc(/C=C2\SC(c3ccccc3)=NC2=O)c(OC)c1OC
  -21.8 | 8.6 | -0.2 | -1.2
#53 O=C(Nc1ccc(F)cc1)c1cccc(N2C(=O)C3C4C=CC(C5CC45)C3C2=O)c1 (stereo not drawn)
  7.2 | -22.1 | 0.0 | 0.9
#54 Cc1cccc(Cn2nnc(C(=O)Nc3cc(C)cc(C)c3)c2N)c1
  4.2 | 4.4 | 0.1 | 0.8
#55 COc1ccc(/C=N\NC(=O)CNc2ccccc2C)c(OC)c1
  -2.9 | 15.3 | 0.1 | -1.5
#56 O=S(=O)(NCCc1ccccc1F)c1cccc(S(=O)(=O)N2CCOCC2)c1
  -11.7 | 2.5 | 0.4 | 0.8
#57 O=C(O)c1ccc(C(=O)c2ccc3c(c2)C(=O)N(Cc2ccco2)C3=O)cc1
  -2.8 | -0.8 | -0.1 | 1.4
#58 O=C(O)c1cccc(NC(=O)c2ccco2)c1
  -5.3 | -4.1 | 0.3 | -1.6
#59 O=c1oc(-c2cccc(S(=O)(=O)N3CCOCC3)c2)nc2ccccc12
  -5.4 | 14.0 | 0.5 | -2.4
#60 Cn1c(SCC(=O)Nc2ccccc2C(F)(F)F)nnc1-c1cccc(N)c1
  5.3 | 12.0 | -0.1 | -2.3

Remaining list, next part.
Each structure is followed by: TEAD-YAP inh | MITF inh | FBW7 activator | GPR151 ag
#61 COc1ccccc1C/C(N)=N/OC(=O)COc1ccc(C)cc1C
  -1.8 | -19.8 | 0.1 | 0.1
#62 CC(=O)c1ccc(NC(=O)CSc2ccc3nc(-c4ccccc4)cn3n2)cc1
  -37.9 | -11.3 | 0.0 | -3.5
#63 COc1cccc(C2C(C(=O)Nc3cccnc3)=C(C)Nc3nnnn32)c1OC (stereo not drawn)
  -3.2 | -8.0 | 0.0 | 1.5
#64 COc1ccccc1N1CCN(C2CCCN(C(=O)c3cc(C)oc3C)C2)CC1 (stereo not drawn)
  5.7 | -2.9 | 0.0 | -0.4
#65 Cc1nc2ccccc2c(=O)n1-c1ccc(Cl)c(NS(=O)(=O)c2ccccc2F)c1
  -13.8 | 2.9 | -0.6 | -0.5
#66 Cc1ccc(SCCCNCC(C)O)cc1 (stereo not drawn)
  2.8 | 45.1 | 0.1 | -0.2
#67 CC(C)(C)n1cc(C(=O)c2ccccc2OC(=O)c2ccco2)cn1
  -34.0 | -4.3 | 0.0 | 2.2
#68 CCN(CC)S(=O)(=O)c1ccc(NC(=O)c2cccc(C)c2)cc1
  -11.4 | 5.1 | 0.0 | -0.2
#69 Cc1nn(C(=O)/C=C/c2ccccc2)c(-c2ccccc2)c1Sc1ccccc1
  2.1 | 8.7 | 0.2 | -0.9
#70 COc1cc2cccc(OC)c(=O)c2c(OC)c1OC
  4.2 | 2.0 | 0.7 | -1.1
#71 CCc1ccc(OCc2nc(-c3ccncc3)no2)cc1
  -37.9 | 1.4 | -0.1 | 1.0
#72 Cc1csc(Sc2ccc(C(=O)NCC3CCCO3)cc2[N+](=O)[O-])n1 (stereo not drawn)
  -6.4 | -12.1 | -0.1 | 0.1
#73 COc1ccc2cc(C3(C)NC(=O)N(CC(=O)Nc4cccc(Cl)c4)C3=O)ccc2c1 (stereo not drawn)
  -0.6 | 6.9 | 0.0 | -1.4
#74 COc1cccc(OCCOc2ccc(/C=C3/C(=N)N4N=C(CC(C)C)SC4=NC3=O)cc2)c1
  -6.2 | 0.3 | -0.1 | -2.0
#75 CCC(=O)N1CCN(c2ccccc2NC(=O)c2ccc(OC)cc2)CC1
  3.0 | 9.7 | 0.2 | 0.7
#76 CCCOc1c(Cl)cc(C(=O)Nc2ccc(C(N)=O)cc2)cc1OCC
  -10.8 | -5.1 | 0.0 | 0.1
#77 Cc1ccc(C)c(OCc2ccc(C(=O)O)o2)c1
  -27.1 | 7.1 | -0.2 | -1.7
#78 CCOc1cccc(OCCOCCNCCCOC)c1
  -15.4 | 22.7 | 0.1 | -1.6
#79 Cc1ccc(CNC(=O)C2Sc3nnc(C)n3NC2c2ccc(Cl)cc2)cc1 (stereo not drawn)
  -5.7 | -4.1 | 0.1 | -0.6
#80 CCC(=O)Oc1ccc2c(C)cc(=O)oc2c1C(=O)CC
  -3.1 | -4.6 | -0.1 | 0.4
#81 NC(=O)Cn1nc(-c2ccccc2)nc1-c1ccccc1
  0.2 | 11.5 | 0.1 | 0.1
#82 CCOC(=O)C1CCC(CN(Cc2ccc(OC)cc2)S(=O)(=O)c2ccc(F)cc2)CC1 (stereo not drawn)
  0.3 | 5.8 | -0.2 | 0.6
#83 Cc1c(C)n2c(SCC(=O)Nc3ccc(Cl)cc3)nnc2[nH]c1=O
  2.8 | 10.5 | 0.7 | 1.4
#84 CCCNC(=O)C(=O)NCCc1ccc(OC)cc1
  -10.1 | 15.8 | 0.7 | 1.1
#85 CCC(=O)N(CCC(Cc1ccccc1)c1ccc2c(c1)OCO2)Cc1ccc(OC(C)C)cc1 (stereo not drawn)
  -11.7 | 15.7 | 0.4 | 6.1*
#86 COc1cc(C2C(C(=O)N3CCCCC3)=C(C)NC3=C2C(=O)CCC3)cc([N+](=O)[O-])c1O (stereo not drawn)
  3.3 | 12.4 | 0.6 | 0.5
#87 Cc1cc(=O)[nH]c(SCc2ccccc2)c1C#N
  7.0 | 7.1 | -0.1 | -0.8
#88 Cc1ccc(/C=C2\SC(=Nc3ccc(C)c(C)c3)NC2=O)o1
  -5.9 | 6.8 | -0.4 | -1.4
#89 CC(C)Nc1ncnc2c1cnn2-c1ccccc1
  -27.6 | -1.6 | 0.0 | 0.1
#90 Cc1ccc(-c2c(NC3CCCCC3)c(=O)c2=O)cc1
  -12.7 | -12.0 | -0.1 | -0.8
#91 O=C(O)C1CCC1C(=O)N1CCC2(CC1)OCc1cc(-c3ccc(F)cc3)ccc1O2 (stereo not drawn)
  -23.1 | 14.2 | 0.4 | 0.2
